# Assay outcomes (PubChem BioAssay)
# ELG1 genotox – induces genotoxicity in HEK293T cells with luciferase-tagged ELG1 | AID 504466 | Potency, µM (series often up to 46 µM), inactives show top-dose activity change, positive = activation, most hits filed as activators | 330,000 tested, 1.3% active | HEK293T ELG1-luciferase reporter, luminescence, 16 h; further: potency means the concentration at half of the fitted maximal effect; % of control where 0% means no effect; nearly all actives have a fitted effect of over 60% in size
#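 Screening used a luciferase reporter fused to human ELG1 in HEK293T cells. Luminescence was read on a CCD plate imager after 16 hr exposure and 30 min ONE-Glo incubation.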
# NPC1 prom act – activates the NPC1 promoter; 320,000 tested, 2.4% active; Potency, µM (doses to about 9.22 µM), for the others: at the top dose activation, hits mostly activators; AID 485313; Huh7 NPC1 promoter luciferase reporter, 24 h;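 further: potency means the concentration at half of the fitted maximal effect; % of control where 0% means no effect; nearly all actives have a fitted effect of over 60% in size; reporter is driven by a mutant NPC1 promoter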
#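 Stably transfected Huh7 (NPC1 promoter→luciferase), 1500 cells/well in Opti-MEM + 10% FBS, 2 h settle, then compound 24 h at 37 °C. Luminescence after 10 min with Amplite reagent.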
# BRCA1 expr act – increases BRCA1 expression; MCF7-BRCA1-FFLuc reporter, luminescence, 48 h; response scale: scaled: vehicle 0%, 10 µM genistein 100%; 380,000 tested, 1.1% active; Potency, µM (titrated, usually from 46.1 µM), without a hit: at the highest dose activation, actives largely listed as activators; AID 624202; further: potency means the concentration at half of the fitted maximal effect; nearly all actives have a fitted effect of over 80% in size; some results filed as inactive show a strong effect at the top dose
#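 MCF7-BRCA1-FFLuc cells, 2000/well in phenol-red-free MEM, attached 2 h then treated 48 h at 37 C. Luciferase luminescence read 15 min after reagent; normalized to genistein maximum activation (10microM) and DMSO, concentration-response fitted.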
# FLuc counter – firefly luciferase modulation, counter-screen for miR-21 project; Potency, µM (titrated, usually from 57.5 µM), for inactives: top-dose activity change, negative = inhibition, hits mostly inhibitors; AID 588342; P08659; purified FLuc, Km substrates, luminescence inhibition; 360,000 tested, 6.9% active;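 further: potency means the concentration at half of the fitted maximal effect; plate controls were vehicle for no effect and reference inhibitor for full effect; nearly all actives have a fitted effect of over 55% in size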
#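 Purified P. pyralis luciferase (10nM final) with 10uM D-luciferin and 10uM ATP (Km levels) in 50mM Tris acetate pH 7.5, 10mM Mg acetate, 0.01% Tween-20, 0.05% BSA; qHTS 6-point titration, ~60 µM downward; luminescence read.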
# Rab9 promoter act – activates the Rab9 promoter. 320,000 tested, 2.8% active. AID 485297. Potency, µM (top dose mostly 9.22 µM), without a hit: at the highest dose activation, negative = inhibition, most hits filed as activators. Huh7 Rab9 promoter-luciferase reporter, luminescence, 24 h; further: potency means the concentration at half of the fitted maximal effect; % of control where 0% means no effect; nearly all actives have a fitted effect of over 60% in size
#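 Rab9 promoter-driven luciferase in stably transfected Huh7 cells; 1500 cells/well rested 2 h, exposed to compound in DMSO for 24 h at 37 °C, 5% CO2. Luminescence read 10 min after adding luciferase reagent at ambient temperature.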
# Gal4-VP16 FLuc – inhibits Gal4-VP16 luciferase reporter, ROR gamma counter-screen. Drosophila S2 Gal4-VP16 UAS-luciferase, luminescence, 20 h. Potency, µM (titrated, usually from 53.6 µM), for inactives: at the top dose activity, negative = inhibition, hits mostly inhibitors. 310,000 tested, 3.5% active;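 further: Gal4-VP16 expression switched on by copper sulfate through the metallothionein promoter; potency means the concentration at half of the fitted maximal effect; on the % scale 0 is the no-effect control and ±100 the full control effect; nearly all actives have a fitted effect of over 50% in size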
# p53 reactivator – mutant p53 re-activation in reporter cells | 320,000 tested, 0.063% active | H1299 p53-A138V BP100-luciferase reporter, luminescence, 24 h | Potency, µM (doses to about 92.2 µM), inactives show at the highest dose activity change, positive = activation, hits mostly activators; further: potency means the concentration at half of the fitted maximal effect; % of control where 0% means no effect; nearly all actives have a fitted effect of over 45% in size
#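 p53-null H1299 cells stably carrying temperature-sensitive p53-A138V and a BP100-luciferase reporter were pinned with compounds (4-point, 1:5 series) and held 24 hrs at 37 deg C. Luminescence was read 10 min after detection reagent.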
# Tb PFK block – T. brucei PFK enzyme inhibition; AID 485367; 330,000 tested, 0.17% active; Potency, µM (doses to about 57.5 µM), for the others: at the highest dose activity, negative = inhibition, hits mostly inhibitors; T. brucei PFK, ADP-Glo luminescence;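 further: potency means the concentration at half of the fitted maximal effect; 0% = uninhibited 1x PFK enzyme wells and -100% = no-enzyme wells; nearly all actives have a fitted effect of over 60% in size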
# Target sequence (O15648 whole entry, looked up): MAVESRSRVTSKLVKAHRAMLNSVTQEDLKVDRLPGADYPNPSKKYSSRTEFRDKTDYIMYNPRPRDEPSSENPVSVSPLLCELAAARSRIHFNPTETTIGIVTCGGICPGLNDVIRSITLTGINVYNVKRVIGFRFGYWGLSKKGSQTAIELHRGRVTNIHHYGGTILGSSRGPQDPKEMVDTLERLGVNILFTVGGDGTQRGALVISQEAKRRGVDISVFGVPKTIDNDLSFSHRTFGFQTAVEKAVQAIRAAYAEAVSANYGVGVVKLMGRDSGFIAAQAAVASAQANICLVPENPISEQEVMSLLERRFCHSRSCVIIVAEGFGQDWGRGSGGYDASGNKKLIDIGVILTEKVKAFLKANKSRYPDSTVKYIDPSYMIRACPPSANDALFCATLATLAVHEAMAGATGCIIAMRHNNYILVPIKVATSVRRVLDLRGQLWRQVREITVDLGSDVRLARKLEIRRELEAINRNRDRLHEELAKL
#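 Luminescent ADP detection (ADP-Glo, two-step: ATP depletion then ADP-to-ATP conversion for luciferase) reported PFK activity after 45 min room-temperature reaction of 1.25 nM enzyme with 0.5 mM F6P and 0.1 mM ATP at pH 8.0.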
# RORg inh – ROR gamma (mouse) transcription inhibition; Drosophila S2 Gal4-RORgamma UAS-luciferase reporter, 20 h; P51450; Potency, µM (highest dose often 53.6 µM), without a hit: at the top dose activity change, negative = inhibition, usual class: inhibitors; 310,000 tested, 5.4% active; further: potency means the concentration at half of the fitted maximal effect; on the % scale 0 is the no-effect control and ±100 the full control effect; nearly all actives have a fitted effect of over 60% in size
# Target sequence (P51450 whole entry, looked up, the tested form may be a part): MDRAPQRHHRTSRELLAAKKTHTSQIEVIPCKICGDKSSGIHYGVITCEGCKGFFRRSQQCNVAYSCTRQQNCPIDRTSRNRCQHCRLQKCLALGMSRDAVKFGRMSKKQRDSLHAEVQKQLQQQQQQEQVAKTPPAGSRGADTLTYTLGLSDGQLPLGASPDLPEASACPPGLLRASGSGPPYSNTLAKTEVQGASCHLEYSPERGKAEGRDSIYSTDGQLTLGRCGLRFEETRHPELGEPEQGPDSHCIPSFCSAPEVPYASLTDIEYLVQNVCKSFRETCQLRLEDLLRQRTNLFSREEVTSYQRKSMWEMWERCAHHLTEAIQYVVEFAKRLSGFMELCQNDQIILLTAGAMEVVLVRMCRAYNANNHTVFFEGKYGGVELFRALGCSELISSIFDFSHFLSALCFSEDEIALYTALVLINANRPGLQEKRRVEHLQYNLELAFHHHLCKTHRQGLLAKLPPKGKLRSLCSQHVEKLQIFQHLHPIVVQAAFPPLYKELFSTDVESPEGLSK
#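 Drosophila Schneider cells stably carrying a metallothionein-driven Gal4 DBD–ROR gamma fusion and a UAS-Photinus luciferase reporter were exposed to compound for 1 hr, then induced with copper sulfate (700 uM final) for 20 hr at ambient temperature before luminescence reading.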
# TRPV1 ag – agonists of human vanilloid receptor 1 (TRPV1); Q8NER1; TRPV1-expressing cells, Fluo-8 calcium influx, agonist mode; 320,000 tested, 0.19% active; AID 540275; activation, % at 8.33 µM; in the data active means activation above about 80%; inconclusive means between about 30% and that limit; further: 0% is about no effect
#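 TRPV1-expressing cells were cultured overnight at 35.5C and loaded with Fluo-8 calcium dye for 40 to 90 min at room temperature. After a 10 s baseline, compound was added and calcium influx was read kinetically for 3 min (ex 480/em 520 nm).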
# ELG1 DNA repair – ELG1-dependent DNA repair inhibition; HEK293T ELG1-luciferase reporter, luminescence, 16 h; DNA damage induced by 5-fluorouridine; AID 504467; Potency, µM (doses to about 46.1 µM), without a hit: top-dose activity change, negative = inhibition, usual class: inhibitors; 330,000 tested, 2.3% active; further: potency means the concentration at half of the fitted maximal effect; on the % scale 0 is the no-effect control and ±100 the full control effect; nearly all actives have a fitted effect of over 55% in size
#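 Luminescence from the luciferase reporter, measured 30 min after ONE-Glo reagent at room temperature, was the read-out. Beforehand, 2,000 cells per well were exposed for 16 hr at 37 °C to 5-fluorouridine together with compound or vehicle.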
# An asterisk follows results filed as active; ? = inconclusive; . = not tested or not shown; [ ] = remark or other dose. Unless noted, the call rests on the fitted dose curve; in most records, active means well fitted curve in the direction sought with a large enough effect; inconclusive means small, poorly fitted or top-dose-only effect, or another doubt; inactive means no such curve, though single readings can be large; an effect the other way counts as inactive or inconclusive. Outcome played no part in choosing rows; overall some 15% were active at least once.
SMILES	ELG1 genotox	NPC1 prom act	BRCA1 expr act	FLuc counter	Rab9 promoter act	Gal4-VP16 FLuc	p53 reactivator	Tb PFK block	RORg inh	TRPV1 ag	ELG1 DNA repair
Cc1nc(=S)c2ccccc2[nH]1	-1%	2%	-27%	-5%	2%	?	1%	-6%	10µM*	-4	?
CCCc1nc2c(s1)CCc1onc(-c3cccc([N+](=O)[O-])c3)c1-2	-2%	0%	-4%	2%	-1%	.	17%	-3%	.	3	-5%
COc1cc(CNC2CCC(C)C2)cc(OC)c1 (stereo not given)	-3%	-4%	-8%	3%	-7%	-1%	7%	-5%	14%	-1	-1%
O=C1N[C@@H](Cc2ccccc2)COC(=O)[C@H](Cc2ccc(F)cc2)C/C=C\C[C@@H]1CC(=O)N(CCO)Cc1ccccc1	-4%	.	-23%	.	.	.	0%	0%	.	.	21µM*
CCS(=O)(=O)N1CCC(NC(=O)c2cc(OC)cc(OC)c2)CC1	-1%	-2%	8%	2%	-6%	7%	-2%	-1%	15%	-5	1%
Cc1ccc(S(=O)(=O)NC2=NCN(C(C)C)CN2)cc1	1%	2%	0%	-1%	1%	2%	1%	1%	-27%	2	-4%
CCCCOc1cccc(NC(=O)CSc2nncn2C)c1	8%	4%	4%	-17%	-7%	-12%	1%	-8%	26%	1	?
CC1(C)Cc2c(cnn2-c2ccc(F)cc2)C(NC(=O)C2CCC2)C1 (stereo not given)	9%	-6%	-30%	4%	.	-5%	-4%	1%	20%	?	0%
COc1ccc(C2=NN(C(=O)c3cccs3)C(c3ccccc3O)C2)cc1 (stereo not given)	5%	-4%	-47%	-1%	3%	-14%	-3%	0%	?	4	?
NS(=O)(=O)c1ccc(NC(=O)COC(=O)CCc2ccc(S(=O)(=O)N3CCOCC3)cc2)cc1	-3%	-3%	-3%	-2%	-1%	11%	-3%	-2%	-6%	-3	-1%
COC(=O)c1cc(OC)c(OCc2cc(C(=O)OC)oc2C)c(OC)c1	-2%	5%	-30%	11%	-2%	.	-2%	-4%	23%[0.365 µM]	0	-14%
Cc1nn2c3ccccc3n(CCN3CCCCC3)c2nc1=O	4%	1%	-41%	8%	3%	-6%	5%	-2%	?	-1	6%
O=C1N=c2ccccc2=C1c1sc(NS(=O)(=O)Cc2ccccc2)nc1O	4%	2%	17%	11µM*	-3%	-2%	5%	-1%	2%	-4	23%
CC1CN(CN2C(=O)c3ccccc3C2=O)CC(C)O1 (stereo not given)	-4%	1%	-11%	3%	-1%	13µM*	4%	6%	37%	0	19%
COC(=O)c1cc(COC(=O)CNC(=O)c2ccc(Br)cc2)oc1C	0%	.	-8%	.	.	.	-4%	16%	.	.	?
O=C(COC(=O)c1ccc(O)cc1)Nc1ncc(Cl)cc1Cl	-2%	-4%	-51%	2%	-2%	18%	1%	6%	?	-1	7%
O=C(/C=C/c1ccc(Cl)cc1Cl)Nc1cccc(S(=O)(=O)NC2=NCCC2)c1	?	1µM*	?	0.12µM*	0.35µM*	8.9µM*	-8%	0%	7.1µM*	26	?
NS(=O)(=O)c1ccc(CCNC(=O)CC(c2ccccc2)c2ccccc2)cc1	-3%	-1%	-7%	-1%	-2%	?	.	0%	17%	18	4%
CCc1nnc(SCC(=O)Nc2ccc(N3CCOCC3)cc2)n1C	9%	-1%	-6%	21µM*	6%	-12%	4%	1%	-23%	-1	?
Cn1c(=O)c2c(nc(NCCCN3CCOCC3)n2Cc2ccc(Cl)cc2)n(C)c1=O	-1%	25%	-6%	9%	25%	-17%	-4%	-4%	15%	-3	-2%
c1ccc(-c2nnc3sc(-c4csc5c4CCCC5)nn23)cc1	10%	14%	-46%	15µM*	17%	?	-3%	-10%	6.3µM*	1	?
Cc1c(CC(=O)NCCCC(=O)O)c(=O)oc2cc3c(cc12)CCC(C)(C)O3	-8%	-34%[inhibitor]	-63%	?	-33%[inhibitor]	7.1µM*	-10%	-1%	5µM*	0	?
Cc1ccc(S(=O)(=O)N(C)c2ccc(OCC(=O)NCC3(N(C)C)CCCCC3)cc2)cc1	2%	-3%	-7%	8%	-5%	.	8%	2%	.	-3	11%
Cc1nc(N)sc1C(=O)N1N=N1	1%	1%	13%	-4%	0%	5%	0%	1%	19%	.	6%
O=C(CN1CCOCC1)NCc1ccccc1	2%	-1%	-2%	-1%	-9%	5%	9%	0%	-27%	-4	2%
O=C(CSc1cccc(C(F)(F)F)c1)NC(=O)NCc1ccco1	1%	2%	2%	0%	4%	4%	-3%	-21%	14%	-1	1%
Cc1cccc(N2CC(C(=O)Nc3nccs3)CC2=O)c1C (stereo not given)	-6%	-3%	-25%	-1%	1%	-13%	-2%	1%	2%	1	5%
COc1cc2c(cc1NC(=O)CCC(=O)O)oc1ccccc12	7%	-1%	12%	?	-7%	2%	-9%	0%	7%	-7	9%
c1cnc2ccc(C(c3nnnn3C3CCCC3)N3CCSCC3)cc2c1 (stereo not given)	2%	10%	9%	-4%	2%	-22%	-20%	-4%	-1%	1	-11%
O=c1[nH]c(/C=C/c2ccccc2F)nc2ccccc12	12µM*	?	?	0.76µM*	0.25µM*	-16%	-12%	0%	-45%	0	?
CC(C)N1CCN(c2ccc(OC[C@H]3CO[C@](Cn4cncn4)(c4ccc(Cl)cc4Cl)O3)cc2)CC1	-1%	-4%	-23%	3%	-7%	.	?	-8%	.	9	-1%
CC(=O)Oc1ccc(/C=N/NC(=O)c2ccc(N(C)S(=O)(=O)c3ccccc3)cc2)cc1	-5%	-3%	-1%	15µM*	-2%	-1%	-4%	0%	-8%	18	-1%
CN(C(=O)COC(=O)c1cc(S(=O)(=O)N2CCOCC2)ccc1F)C1CCS(=O)(=O)C1 (stereo not given)	-3%	-5%	-8%	-3%	-4%	.	13%	-4%	.	2	24%
O=C(COC(=O)Cn1nnc2ccccc21)Nc1ccccc1Br	-3%	-1%	-15%	-3%	-13%	-17%	-1%	2%	15%	0	8%
COc1ccc2[nH]c3c(=S)nc[nH]c3c2c1	11%	2%	19%	?	2%	1%	-1%	-12%	?	-2	13%
CC(=O)NCCc1ccc(S(=O)(=O)N2CCOCC2)cc1	1%	0%	19%	4%	1%	9%	1%	1%	4%	1	8%
Cc1cc(C)cc(NC(=S)NCCN(C2CCCCC2)C2CCCC2)c1	-19%	0%	-29%	-2%	-17%	0%[10 µM]	-3%	2%	4.5µM*	20	-20%
Cn1nc(C(F)(F)F)c(-c2ccc(F)cc2)c1NC(=O)CSCC(=O)O	-1%	-1%	1%	2%	-1%	0%	0%	0%	14%	2	7%
CN(CC(=O)Nc1ccc(Cl)c(C(F)(F)F)c1)C(=O)c1ccc2c(c1)OCCO2	2%	-2%	-14%	2%	-2%	.	-8%	9%	.	5	4%
CC(C)c1ccc(NC(=O)CCNC(=O)Cn2ccc3ccccc3c2=O)cc1	?	-2%	-19%	1%	1%	0%	2%	1%	-2%	2	-1%
O=C(c1cc2ccccc2oc1=O)N(Cc1ccco1)Cc1cccs1	-7%	1%	3%	2%[2.3 µM]	0%	1%	-5%	-14%	29%	3	-6%
CCN(CC)Cc1cc2ccccc2c2c1COC2	3%	1%	15%	0%	-2%	4%	11%	-2%	-14%[10 µM]	1	18%
CCOc1ccccc1NC(=O)c1ccc(Cl)c(NC(=O)CC(c2ccccc2)c2ccccc2)c1	-1%	3%	-67%	2%	-6%	4%	-5%	0%	-13%	-3	-9%
COc1ccc(CC(=O)OCC(=O)NCCNC(=O)COC(=O)Cc2ccc(OC)cc2)cc1	3%	0%	-9%	3%	0%	.	-6%	1%	.	-2	19%
NC(=S)Nc1cnc2ccccc2c1	?	9%	12%	-11%	-6%	8%	?	-5%	25%	0	?
CC1CCN(S(=O)(=O)N2CCC(C(=O)NCCN3CCOCC3)CC2)CC1	3%	0%	-61%	0%	-4%	3%	-1%	?	-15%	1	13%
O=C(NC1CCCCC1)C1CC(=O)N(CCc2ccccc2)C1 (stereo not given)	0%	2%	0%	1%	1%	0%	1%	2%	10%	-2	?
